TROY signal inh – TROY signaling inhibition. Q293 LMP1-TROYcd NF-kB luciferase reporter, 4 h. inhibition, % at 10 µM. AID 1347056. actives 0.98% (n = 360,000);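 active means compounds whose plate-normalised and pattern-corrected inhibition of the luciferase reporter signal at the single screening dose is 50% or more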
LRH-1 inv ag – suppresses constitutive activity of human LRH-1. HEK293T StAR-luciferase reporter, LRH-1 transfected, 24 h. inhibition, % at 3.6 µM. actives 0.13% (n = 360,000). AID 602396;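 active means inhibition above the mean inhibition of all tested compounds plus 3 SD, cut at about 73% in these data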;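 further: 0% = DMSO wells and 100% = reporter-only cells lacking LRH-1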
Target sequence (O00482 whole entry, looked up): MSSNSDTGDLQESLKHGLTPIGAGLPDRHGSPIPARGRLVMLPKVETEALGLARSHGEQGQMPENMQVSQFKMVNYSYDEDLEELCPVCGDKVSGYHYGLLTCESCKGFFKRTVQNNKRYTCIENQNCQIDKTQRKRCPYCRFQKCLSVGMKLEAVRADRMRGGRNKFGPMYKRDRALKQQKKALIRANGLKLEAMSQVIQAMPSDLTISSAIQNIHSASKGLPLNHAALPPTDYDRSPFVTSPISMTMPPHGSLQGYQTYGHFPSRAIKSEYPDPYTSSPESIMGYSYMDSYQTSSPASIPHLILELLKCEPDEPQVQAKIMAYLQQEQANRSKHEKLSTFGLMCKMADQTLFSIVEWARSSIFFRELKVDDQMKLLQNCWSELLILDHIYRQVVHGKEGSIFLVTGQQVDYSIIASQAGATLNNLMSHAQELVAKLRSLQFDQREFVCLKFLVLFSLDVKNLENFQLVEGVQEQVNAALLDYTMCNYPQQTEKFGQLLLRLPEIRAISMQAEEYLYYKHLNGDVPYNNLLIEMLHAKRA
NCOA2 inhibitor – human SRC2 (NCOA2) inhibition; Q15596; HEK293 GAL4-SRC2 luciferase reporter, luminescence; inhibition, % at 9 µM; actives 0.17% (n = 370,000); AID 651957;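 active means inhibition above the mean inhibition of all tested compounds plus 3 SD, set per campaign, cut at about 52% in these data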;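 further: 0% = DMSO treated cells and 100% = cells given Gossypol at 36 µM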
CF NFkB block – blocks PAF-induced NF-kB reporter in cystic fibrosis cells; AID 588850; KKLEB NF-kB-GFP reporter, GFP fluorescence overnight; actives 0.86% (n = 360,000); inhibition, % at 5 µM;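 active means at least 50% inhibition at 5 µM, scaled per plate between neutral and stimulator controls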;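 further: PAF is a Pseudomonas aeruginosa culture filtrate used as stimulus; plate controls were PAF-stimulated DMSO wells for no effect and unstimulated DMSO wells for full effect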
LMP1 NFkB inh – Epstein-Barr LMP1 NF-kappaB reporter inhibition. LMP1-induced NF-kappaB luciferase reporter cells, luminescence. inhibition, % at 12.5 µM. actives 0.69% (n = 350,000). AID 504558; in the data active means inhibition above about 41%;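 further: 0% = neutral control wells and 100% = reference inhibitor control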
TWEAK-Fn14 inh – blocks TWEAK-Fn14 interaction in a reporter cell assay | TWEAK-stimulated Fn14 reporter cells, luciferase luminescence, 8 h | inhibition, % at 10 µM | actives 2% (n = 360,000) | AID 1159606; in the data active means inhibition above about 50%
SRC1 inh – human NCOA1 inhibition; HEK293 GAL4-SRC1 luciferase reporter, luminescence; actives 0.12% (n = 360,000); inhibition, % at 3.6 µM; Q15788;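 active means inhibition above the campaign mean plus 3 SD, with each screening campaign given its own cutoff, cut at about 60% in these data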;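 further: 0% = DMSO treated cells and 100% = gossypol at 36 µM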
KKLEB tox – counter-screen for CF NF-kB inhibitors: cytotoxicity | KKLEB CF airway cells viability, ATPlite luminescence, overnight; active compounds read low; cells stimulated with P. aeruginosa culture filtrate | actives 0.36% (n = 360,000) | activity change (cytotoxicity), % at 5 µM;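 active means corrected activity change at or below -50% at 5 µM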
C8 TRAIL sens – sensitizes caspase-8 expressing cells to TRAIL; NB7+C8 cells + TRAIL, ATPlite viability luminescence; inhibition (viability loss, TRAIL sensitization), % at 10 µM; actives 1% (n = 360,000);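 active means compounds causing at least 50% loss of cell viability in the single-dose screen, relative to plate controls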
COUP-TFII inh – NR2F2 (human) inhibition, primary screen. actives 0.7% (n = 370,000). HEK293T NGFI-A luciferase reporter, luminescence. AID 686940. inhibition, % at 8.6 µM;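 active means inhibition above a per-plate cutoff, mean inhibition of test wells between control levels plus 3 SD, cut at about 38% in these data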;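 further: cells cotransfected with COUP-TFII expression vector driving the NGFI-A reporter; 0% = median of COUP-TF2 test wells and 100% = reporter-only cells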
Target sequence (P24468 whole entry, looked up): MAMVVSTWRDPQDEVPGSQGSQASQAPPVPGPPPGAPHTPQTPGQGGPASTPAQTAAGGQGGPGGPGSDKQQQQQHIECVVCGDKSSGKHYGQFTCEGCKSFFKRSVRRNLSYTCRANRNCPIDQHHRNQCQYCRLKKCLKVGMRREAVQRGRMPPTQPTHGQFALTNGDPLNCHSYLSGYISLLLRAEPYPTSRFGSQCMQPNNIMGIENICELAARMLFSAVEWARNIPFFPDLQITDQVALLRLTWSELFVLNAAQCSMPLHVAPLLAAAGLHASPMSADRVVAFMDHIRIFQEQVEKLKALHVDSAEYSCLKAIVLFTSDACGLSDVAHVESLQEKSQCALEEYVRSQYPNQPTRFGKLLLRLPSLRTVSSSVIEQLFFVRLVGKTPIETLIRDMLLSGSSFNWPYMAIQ
SRC3 inh – inhibitors of human steroid receptor coactivator 3 (SRC3). HEK293 GAL4-SRC3 luciferase reporter, luminescence. inhibition, % at 3.6 µM. actives 0.17% (n = 360,000);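 active means inhibition above a per-campaign cutoff, the mean of all compounds plus 3 SD, cut at about 60% in these data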;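 further: 0% = DMSO-treated cells and 100% = gossypol-treated cells at 36 µM; higher means less SRC3-driven luciferase light from the GAL4 reporter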
Numbers without * were called inactive; . = not tested or not shown; & = joins results of further samples. No enrichment for hits, and some 4.2% of all compounds hit somewhere here.

SMILES	TROY signal inh	LRH-1 inv ag	NCOA2 inhibitor	CF NFkB block	LMP1 NFkB inh	TWEAK-Fn14 inh	SRC1 inh	KKLEB tox	C8 TRAIL sens	COUP-TFII inh	SRC3 inh
COc1ccc(OCC(=O)N(Cc2ccc(C)o2)C2CCS(=O)(=O)C2)cc1 (stereo not drawn)	-8	-9	-25	20	-10	-1	9	-15	1	0	2
Cc1nc(NC(=O)COC(=O)C2CC3CCCC(C2)C3=O)c(Cl)cc1Cl (stereo not drawn)	-29	9	-16	-28	2	18	-3	-15	-3	-8	-1
O=C(NCc1cccs1)C1CC(O)CN1C(=O)Nc1ccccc1 (stereo not drawn)	12	18	3	-3	9	20	-10	-3	-18	-6	-2
Cc1cc(NS(C)(=O)=O)c(=O)n(Cc2c(F)cccc2Cl)c1	-8	7	-6	-28	6	-14	5	7	-9	7	4
COc1cc(NC(=O)c2cccc(Cl)c2)ccc1NC(=O)c1cccs1	-57	-11	-15	-35	16	-5	-5	6	1	-4	-4
COc1ccccc1N/C(=N/S(=O)(=O)c1ccc(Cl)cc1)c1ccccc1	-12	9	0	2	-9	11	-2	7	-7	0	-16
COc1ccc(OC)c(NC(=O)CNC(=O)Cn2cnc3ccccc3c2=O)c1	-9	-2	5	0	0	-3	-2	-3	8	5	-8
COc1ccccc1CCNC(=O)C(=O)NCC1OCCN1S(=O)(=O)c1cc(F)ccc1F (stereo not drawn)	4	22	15	33	-2	5	-14	-14	-10	4	-14
Cc1ccccc1OCC(=O)O/N=C(\N)Cc1cccs1	-39	-16	-19	-26	-3	-27	-17	7	-20	2	-17
CCn1cc(C2=NOC(C(=O)Nc3cc(OC)c(Cl)cc3OC)C2)c(C)n1 (stereo not drawn)	-3	-1	-30	-11	-1	-18	7	5	21	-1	-21
O=C(NCCN1CCOCC1)c1cc(-c2ccc(Cl)cc2Cl)on1	-34	-48	-59	-15	-12	0	-23	1	7	-29	-47
CCOc1ccc(NC2=CC(=O)CC(c3ccco3)C2)cc1 (stereo not drawn)	20	16	8	3	-2	7	4	14	-7	-10	-8

Profiles, quoted from the list. Screens in order: TROY signal inh	LRH-1 inv ag	NCOA2 inhibitor	CF NFkB block	LMP1 NFkB inh	TWEAK-Fn14 inh	SRC1 inh	KKLEB tox	C8 TRAIL sens	COUP-TFII inh	SRC3 inh
O=C(NCc1cccs1)C1CC(O)CN1C(=O)Nc1ccccc1 (stereo not drawn) is entered as 12	18	3	-3	9	20	-10	-3	-18	-6	-2
Cc1nc(NC(=O)COC(=O)C2CC3CCCC(C2)C3=O)c(Cl)cc1Cl (stereo not drawn) is entered as -29	9	-16	-28	2	18	-3	-15	-3	-8	-1

(list continues)
SMILES	TROY signal inh	LRH-1 inv ag	NCOA2 inhibitor	CF NFkB block	LMP1 NFkB inh	TWEAK-Fn14 inh	SRC1 inh	KKLEB tox	C8 TRAIL sens	COUP-TFII inh	SRC3 inh
Nc1nc(SCC(=O)c2cc(F)ccc2F)n[nH]1	6	-5	11	14	-18	-28	11	5	-10	15	15
CCC(CC)NC(=O)c1ccccc1Oc1ccccc1	-11	-6	-1	10	-2	1	-6	-11	8	9	11
N#Cc1ccc(-c2nc3c4ccccc4ccn3c2CC2CCCCC2)cc1	-16	-72	-34	.	.	22	.	.	-22	-26	.
COc1ccc(-c2noc(CSc3nnc(Cc4ccccc4)n3-c3cccc(C)c3)n2)cc1OC	-10	-6	5	-10	7	-8	-8	-2	-2	-5	24
CCN(CC(=O)Nc1ccc(NC(C)=O)cc1)C(=O)Cc1ccc(S(=O)(=O)N2CCOCC2)s1	-5	-2	-1	2	4	-8	34	9	-10	-10	3
CCOC(=O)c1c(C)n(C)c2ccc(OC)c(NC(=O)CN3CCC(C(=O)OCC)CC3)c12	3	-5	-2	9	1	-6	-8	6	-14	9	18
CCn1c(CNC(=O)c2ccccc2)nc2ccccc21	-17	12	-19	-15	-3	-10	-8	10	-3	-17	5
Cc1cc(C(=O)N2CCCC(N3CCN(c4cccc(C(F)(F)F)c4)CC3)C2)nn1C (stereo not drawn)	-8	-10	11	-4	-5	-20	21	4	-3	4	-19
Cc1cc(NC(=O)CSc2nc3ccccc3n2CC(=O)N2CCCCC2)no1	-6	-11	-4	14	-11	1	-16	-8	-2	6	-10
CCC(C)NC(=O)NC(=O)N(C1CCCCC1)S(C)(=O)=O (stereo not drawn)	1	7	-18	-14	12	12	-36	3	-7	-2	9
CC(c1ccco1)N(C(=O)c1ccccc1NS(=O)(=O)c1ccc(Cl)cc1)c1ccccn1 (stereo not drawn)	13	1	-4	17	-2	12	-5	11	2	7	8
Cc1ccc(S(=O)(=O)N(CC(=O)N=Nc2c(O)[nH]c3ccccc23)c2ccc(C)c(C)c2)cc1	15	5	2	33	-16	39	14	-1	-42	4	7
CCn1nc(C(=O)NNC(=O)C2CSC3(C)CCC(=O)N23)c2ccccc2c1=O (stereo not drawn)	9	2	-14	-32	-10	-2	-28	11	2	-16	-12
CCC(=O)NCCc1nc2cc(NC(=O)COc3ccccc3)ccc2n1C	-22	-27	-26	-16	-13	7	-86	3	5	-22	-87
CCCCNc1c(-c2ccccn2)nc2nc(C)cc(C)n12	-5	-3	3	.	.	4	.	.	-12	-1	.
Cc1cccc(-c2nc3ccccc3c(=O)n2N)c1	-12	20	10	1	13	26	3	-2	4	-7	2
C#CC(=O)CCC1CCCN1C(=O)OC(C)(C)C (stereo not drawn)	11	-8	-2	10	12	-6	-14	-6	3	26	9
CCOC(=O)C1CCN(C(=O)c2cccs2)CC1	-1	10	2	14	2	-14	2	3	19	-4	17
O=C(Nc1ccc(NC(=O)c2ccccn2)cc1)C(=O)Nc1ccc2c(c1)OCCO2	-5	8	-5	55*	-10	-36	-11	-47	-3	4	2
Cc1ccc(CN2CCSc3ccc(C(=O)NCc4ccccn4)cc32)cc1	-11	-7	-19	5	-7	-19	5	3	-2	11	5
CNc1oc(-c2cccs2)nc1S(=O)(=O)c1ccccc1	12	1	21	-10	-5	30	7	2	-1	8	20
c1ccc(-c2nn3c(Cn4cnc5ccccc54)nnc3s2)cc1	-1	2	14	-7	5	-9	2	0	-15	8	-3
COc1ccc(-n2cnc3cc(NCc4cccs4)ccc32)cc1	-21	-43	-55	12	-24	-11	-28	-8	-18	-26	-18
NC1=NC(c2ccc(Br)cc2)n2c(nc3ccccc32)N1 (stereo not drawn)	1&1	-3&-1	-17&3	-4&-4	-4&-13	10&28	4&14	-6&-12	-12&3	2&-3	-15&10
CC(CCc1ccco1)NC(=O)Nc1cccc(F)c1 (stereo not drawn)	-9	-44	-5	-4	-8	-11	-13	-7	-17	9	-21
CCn1nc(NS(=O)(=O)c2ccc(NC(C)=O)cc2)c2cc3cccc(C)c3nc21	1	11	2	25	3	-22	6	-17	-6	-16	30
COCCCN1CN(Cc2ccco2)CNC1=S	-10	2	-22	-1	.	-1	3	6	-6	-16	11
CN1C(=O)c2ccc(NC(=O)c3cccc4ccccc34)cc2C1=O	-12	-10	-26	2	4	-29	-2	2	0	3	-10
COc1ccc(S(=O)(=O)Oc2ccccc2C(=S)N2CCOCC2)cc1	-12	18	-8	9	-7	5	3	-3	-5	3	14
CCC(=O)Nc1ccc(C(=O)CSc2nc3ccccc3cc2CC)cc1	-21	13	7	0	-27	-53	3	7	-8	-6	10
Cc1nc(C)c(-c2ccc(SCc3cccc(F)c3)nn2)s1	0	-42	-24	-6	-6	-4	-18	-2	5	-7	3
CCCOc1ccc(N2C(=O)C3C4C=CC(CC4)C3C2=O)cc1 (stereo not drawn)	-6	2	6	-1	1	-7	10	-1	-24	-3	-4
COc1ccccc1/C=C/C(=O)OCC(=O)Nc1ccc(Cl)cn1	14	-2	-27	22	-6	-13	-9	5	23	10	7
O=C(CCl)N1c2ccccc2SCC1c1ccccc1 (stereo not drawn)	11	1	4	9	9	8	-8	10	83*	-8	3
COc1ccc(N(C(=O)c2ccco2)S(=O)(=O)c2cc(Cl)c(Cl)cc2Cl)cc1	54*	-10	15	13	3	25	15	7	23	16	11
O=C(Nc1ccccc1)c1ccc(F)cc1F	-45	-75	-34	-5	1	-4	-67	12	6	-20	-45
Cc1ccc(NC(=O)C(=O)NCCN2CCN(Cc3ccc([N+](=O)[O-])cc3)CC2)cc1	3	-2	-2	4	18	13	-10	-4	29	-6	11
Cc1ccsc1C(=O)OCC(=O)c1cc(C)n(C)c1C	12	-109	-4	-6	51*	84*	-52	4	46	6	-25
COc1ccc(NC(=O)CSc2nc(O)cc(=O)n2C)cc1	-6	37	3	1	4	6	6	2	-11	4	-11
O=C(CN1C(=O)NC2(CCCCC2)C1=O)NCc1ccc2c(c1)OCO2	8	13	2	0	4	-3	11	10	-6	-26	16
COc1ccccc1-c1cc(SC)c(C#N)c(=O)o1	47	3	-29	27	7	44	-34	-45	8	-2	-4
Cc1noc(C)c1CSc1cc(C)c2ccccc2n1	6	-11	-14	9	5	-7	-25	-15	-4	10	8
COc1ccc(CNC(C)CCc2ccccc2)cc1 (stereo not drawn)	-8	6	-9	-11	-19	-1	6	-4	-12	-18	-7
Nc1ncnc2c1ncn2[C@@H]1O[C@H](CNCc2cccn2-c2nccs2)[C@@H](O)[C@H]1O	-12	-1	.	-12	-7	9	-2	8	-2	.	-14
O=C(Nc1cccc(-c2csc(-c3ccccc3)n2)c1)c1cccs1	-2	-33	-8	-33	-9	21	-1	19	17	-10	6
Cc1nc2ccc(S(=O)(=O)NCC(=O)Nc3ccc(F)cc3)cc2s1	9	6	4	-28	-1	2	-12	1	-4	16	-3
COC1=C(Nc2ccc(OC)cc2)C(=O)C(OC)=C(Nc2ccc(OC)cc2)C1=O	-21	-3	-40	11	2	0	-4	-24	-15	1	-2
Cc1cccc(NC(=O)c2ccc3nccnc3c2)n1	-29	-43	-46	-24	-5	-20	-35	15	11	-32	-32
COc1ccc(C(=O)NC(=S)Nc2ccc(S(N)(=O)=O)cc2)cc1	0	-9	15	3	1	-2	-10	-4	-7	-5	15
CCCCN(CC)S(=O)(=O)c1ccc2c(c1)CCCN2C(C)=O	-16	2	-8	0	2	4	-6	-1	-12	13	11
COc1cc(/C=C/C(=O)OCC(=O)N(C)C2CCS(=O)(=O)C2)ccc1OC(F)F (stereo not drawn)	7	18	-25	-8	3	3	-3	1	6	-9	5
O=C(O)c1ccc(N/N=C2/CCCc3ccccc32)cc1	-41	-59	-52	-8	-17	4	-75	-4	33	-31	-82
C/C(=C\c1ccccc1)C1NC(=O)c2c(sc3c2CCCC3)N1 (stereo not drawn)	68*	-56	6	-4	-4	77*	7	-3	-30	36	22
Cc1nc2c(C)[n+](CC(=O)c3ccccc3)ccc2n1C	-5	-9	1	6	.	22	-1	0	-11	9	10
COc1ccc(N2CCN(CC(O)COC(C)(C)C)CC2)cc1 (stereo not drawn)	-2	-14	-10	-12	7	-2	-7	8	-1	11	6
O=C1C(=O)N(Cc2cccnc2)C(c2ccccn2)/C1=C(/O)c1ccc(F)cc1 (stereo not drawn)	-15	-8	-5	4	-6	-12	-9	-8	2	-10	-12
CCOc1c2ccc(C(=O)NCc3ccccc3OC)cc2nn1CC	-4	13	-22	0	3	-26	-16	-11	-9	-8	-5
COc1ccc(CN2C[C@H]3CCCN3c3cc(Br)ccc3S2(=O)=O)cc1	23	27	.	53*	19	21	3	-6	8	.	18

High-throughput results (PubChem)
